Anesthetic bind: qHTS Assay for Identification of Novel General Anesthetics; Ferritin light chain (Equus caballus), P02791; apoferritin/1-aminoanthracene competitive binding, fluorescence; Potency, µM (titrated, usually from 77.5 µM), for inactives: top-dose activity change, negative = displacement, hits mostly inhibitors; hit rate 0.074% among 350,000; also: potency is read from the fitted curve at half-maximal effect; % is scaled to controls: 0 for no effect and ±100 for the full control effect; nearly all actives have a fitted effect of over 20% in size
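Horse-spleen apoferritin (10 uM) was mixed with 50% saturated 1-aminoanthracene in PBS, exposed to compounds for 10 min at room temperature, and read for fluorescence (ex 380 nm, em 535 nm). Competitive displacement was fitted with a four-parameter Hill equation.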
Pol beta inh: qHTS Assay for Inhibitors of DNA Polymerase Beta; Pol beta primer extension/strand displacement, fluorescence kinetic; Potency, µM (doses to about 114 µM), without a hit: at the top dose activity change, negative = inhibition, most hits filed as inhibitors; hit rate 1.3% among 340,000; AID 485314, 2010; also: potency is read from the fitted curve at half-maximal effect; % is scaled to controls: 0 for no effect and ±100 for the full control effect
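Values derive from four-parameter Hill fits of normalized kinetic data: reads at 0 and 10 min following addition of 50 nM substrate to 10 nM Pol beta preincubated 15 min with compound.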
BLM helicase inh: qHTS Assay for Inhibitors of Bloom's syndrome helicase (BLM); RecQ-like DNA helicase BLM (Homo sapiens), P54132; recombinant BLM DNA unwinding, fluorescence dequenching; Potency, µM (doses to about 56.1 µM), without a hit: top-dose activity change, negative = inhibition, most hits filed as inhibitors; hit rate 0.2% among 350,000;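 also: potency is read from the fitted curve at half-maximal effect; plate controls were vehicle for no effect and no enzyme for full effect; nearly all actives have a fitted effect of over 35% in size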
Pol kappa inh: qHTS for Inhibitors of Polymerase Kappa | DNA polymerase kappa (Homo sapiens), Q9UBT6 | purified Pol kappa, fluorescent DNA synthesis assay, 10 min | Potency, µM (series often up to 107 µM), inactives show top-dose activity, negative = inhibition, hits mostly inhibitors | hit rate 0.53% among 400,000; also: potency is read from the fitted curve at half-maximal effect; % is scaled to controls: 0 for no effect and ±100 for the full control effect
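Activity was followed as the change in fluorescence between reads at 0 and 10 min after starting the reaction with 50 nM substrate. Beforehand, 10 nM polymerase had been preincubated with compound for 15 min at room temperature.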
ERG-DNA inh: qHTS for Small Molecule Inhibitors of the ERG Ets/DNA interaction | Transcriptional regulator ERG (Homo sapiens), P11308 | fluorescence polarization, His-ERG Ets domain / labelled DNA | Potency, µM (titrated, usually from 76.9 µM), without a hit: at the top dose FP activity, negative = inhibition, most hits filed as inhibitors | hit rate 0.028% among 370,000 | AID 624246, 2012; active = well fitted inhibition curve with a large enough effect in the polarisation, with a control signal flat; inconclusive = small, poorly fitted or top-dose-only effect, or effect the other way, or a change in a side signal; inactive = no such curve, though single readings can be large or run the other way; the % refers to the polarisation;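 also: polarization taken with two DNA probes labelled with fluorescein and Texas red; potency is read from the fitted curve at half-maximal effect; % of control where 0% means no effect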
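His-tagged ERG Ets domain (1 uM in the protein solution; 300mM KCl, 50mM Tris-HCl, 1mM EDTA, 1mM DTT, pH 7.5) received compound, then a probe mix of 5 nM fluorescein-DNA and 100nM Texas-615-DNA. Fluorescence polarization was read for both dyes.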
12-LOX inh: Primary qHTS assay for inhibitors of human arachidonate 12S-lipoxygenase (ALOX12): Round 2; Polyunsaturated fatty acid lipoxygenase ALOX12 (Homo sapiens), P18054; purified 12hLO, xylenol orange hydroperoxide absorbance; Potency, µM (doses to about 108 µM), for the others: at the top dose activity change, negative = inhibition, most hits filed as inhibitors; hit rate 1.1% among 580,000; AID 1671190, 2021; also: potency is read from the fitted curve at half-maximal effect; % is scaled to controls: 0 for no effect and ±100 for the full control effect
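Purified human 12hLO (150 nM final) in 25 mM Hepes, 0.01% Triton X-100, pH 7.0 was preincubated 15 min at room temperature with compound. Then 40 uM arachidonic acid was added, 30 min. Hydroperoxide was read by Fe-XO absorbance ratio 573/405 nm.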
TRHR agonist: qHTS for Small Molecule Agonists and Allosteric Enhancers of Human TRH Receptor: Primary Screen for Agonists; TRHR cells, calcium flux fluo-8, FDSS agonist mode; Thyrotropin-releasing hormone receptor (Homo sapiens), P34981; hit rate 0.18% among 360,000; activation, % at 2 µM; AID 493084, 2011; in the data active = activation above about 30%; also: 0% is about no effect
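TRHR-expressing cells, plated overnight in medium with 10% serum, were loaded with fluo-8 calcium dye at room temperature. After a 10 s baseline, library compound was pin-added and calcium release was recorded kinetically (ex 480/em 530) as agonist response.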
POLI inh: qHTS for Inhibitors of Polymerase Iota. hit rate 1% among 390,000. DNA polymerase iota (Homo sapiens), Q9UNA4. Potency, µM (titrated, usually from 115 µM), for inactives: at the top dose activity, negative = inhibition, most hits filed as inhibitors. AID 588590, 2011. Pol iota fluorescent replication assay, 10 min; also: potency is read from the fitted curve at half-maximal effect
Target sequence (Q9UNA4 whole entry, looked up): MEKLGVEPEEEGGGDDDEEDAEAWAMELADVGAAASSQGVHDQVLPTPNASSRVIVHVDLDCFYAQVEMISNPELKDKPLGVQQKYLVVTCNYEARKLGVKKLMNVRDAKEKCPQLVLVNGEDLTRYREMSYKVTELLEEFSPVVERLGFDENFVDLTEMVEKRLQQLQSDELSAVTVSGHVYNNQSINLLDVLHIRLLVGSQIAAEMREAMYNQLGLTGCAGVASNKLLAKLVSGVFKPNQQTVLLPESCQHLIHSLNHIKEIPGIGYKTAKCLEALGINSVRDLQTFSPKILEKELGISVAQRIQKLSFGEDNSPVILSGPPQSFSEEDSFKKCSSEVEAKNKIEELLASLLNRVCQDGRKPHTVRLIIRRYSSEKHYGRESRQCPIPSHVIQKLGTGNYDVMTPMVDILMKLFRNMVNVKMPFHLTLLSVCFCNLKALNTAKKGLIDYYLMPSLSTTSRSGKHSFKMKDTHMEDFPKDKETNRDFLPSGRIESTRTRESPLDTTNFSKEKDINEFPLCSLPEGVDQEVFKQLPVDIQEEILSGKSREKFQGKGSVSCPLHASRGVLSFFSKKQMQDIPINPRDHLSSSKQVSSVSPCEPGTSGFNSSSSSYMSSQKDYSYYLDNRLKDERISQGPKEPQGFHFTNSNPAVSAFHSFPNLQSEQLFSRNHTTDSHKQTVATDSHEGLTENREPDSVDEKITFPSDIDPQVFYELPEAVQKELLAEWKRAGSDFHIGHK
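Fluorescent replication assay read twice, at 0 min and 10 min after adding 50 nM (final) substrate. Enzyme (10 nM) and compounds were first incubated 15 min at room temperature; enzyme-free buffer wells were negative controls.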
APEX1 inh: qHTS Assay for Inhibitors of the Human Apurinic/apyrimidinic Endonuclease 1 (APE1) | DNA repair nuclease/redox regulator APEX1 (Homo sapiens), P27695 | recombinant APE1, TAMRA/BHQ-2 abasic DNA cleavage fluorescence | Potency, µM (doses to about 65.8 µM), inactives show top-dose activity change, negative = inhibition, usual class: inhibitors | hit rate 0.35% among 350,000 | AID 2517, 2012;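 also: potency is read from the fitted curve at half-maximal effect; plate controls were vehicle for no effect and reference inhibitor for full effect; nearly all actives have a fitted effect of over 55% in size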
Target sequence (P27695 whole entry, looked up): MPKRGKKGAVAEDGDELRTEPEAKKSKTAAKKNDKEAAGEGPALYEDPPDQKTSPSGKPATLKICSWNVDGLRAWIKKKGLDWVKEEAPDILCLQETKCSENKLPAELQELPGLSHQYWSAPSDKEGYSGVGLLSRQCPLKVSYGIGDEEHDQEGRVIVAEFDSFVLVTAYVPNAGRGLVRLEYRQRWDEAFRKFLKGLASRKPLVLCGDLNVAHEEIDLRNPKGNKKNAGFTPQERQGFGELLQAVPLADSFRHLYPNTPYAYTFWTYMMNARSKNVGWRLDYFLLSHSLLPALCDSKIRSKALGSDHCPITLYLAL
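Step 1: APE1 (0.75 nM) with compound, 15 min RT. Step 2: add 50 nM fluorophore/quencher THF duplex. Step 3: three fluorescence reads 60 s apart (525/598 nm); read 3 minus read 1 = reaction progress.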
* hit, by the source's call; ? = inconclusive; · = no result given; & = joins results of further samples; [ ] = another dose, or the depositor's remark. Unless noted, calls follow the shape of the dose curve; as a rule, active = well fitted curve in the direction sought with a large enough effect; inconclusive = small, poorly fitted or top-dose-only effect, or another doubt; inactive = no such curve, though single readings can be large; an effect the other way counts as inactive or inconclusive. Not all compounds are listed, so the mix of outcomes need not match the whole.

SMILES | Anesthetic bind | Pol beta inh | BLM helicase inh | Pol kappa inh | ERG-DNA inh | 12-LOX inh | TRHR agonist | POLI inh | APEX1 inh
COc1ccc(C(=O)NNC(=O)Cc2coc3cc(OC)ccc23)cc1 | · | · | · | ? | 4% | -25% | · | ? | -27%
CCCCn1c(C)cc2c(c1=O)C1O[C@](c3ccsc3)(Cc3ccccc31)O2 | -15%[15.3 µM] | 2.2µM* | -9%[12.4 µM] | · | · | · | 0.1 | · | -27%[12.4 µM]
COc1ccc(-n2c(=S)[nH]c3cc(C(=O)Nc4ccc(C)c(F)c4)ccc3c2=O)c(OC)c1 | ? | -14% | -14% | -2% | -1% | ? | 0.9 | 36%[activator] | 41%
O=C1CC2(CCN(S(=O)(=O)c3ccccc3)CC2)Oc2ccccc21 | · | · | · | -25% | -6% | -12%&57% | -0.3 | 24% | -6%
O=C(Nc1ncn[nH]1)c1cc(S(=O)(=O)Nc2ccc(Cl)cc2)ccc1Cl | 1% | 18% | -7% | -39% | 6% | -15% | 0.2 | ? | 1%
CCOC(=O)c1[nH]c(C)c(CN(C(C)=O)c2ccc(OCC)cc2)c1C | -13% | 5% | -2% | -17% | 7% | -3% | -1.5 | 48%[activator] | 3%
O=C(CN(C(=O)CNS(=O)(=O)c1ccc(F)cc1)c1ccc(F)cc1)NCc1ccco1 | -10% | 7% | 1% | 6% | -9% | 0% | -0.2 | 24% | 50%[activator]
COc1ccc(/C=N/N2CCN(C)CC2)c(OC)c1OC | 0% | 29% | 1% | -14% | -7% | 6% | 0.5 | 81%[activator] | 1%
CCOC(=O)c1sc2nc(N3CCOCC3)c3c(c2c1N)CCC3 | 410%[activator] | -1% | -7% | -16% | -2% | 34%[activator] | -0.2 | 21% | 12%
NCc1ccc2[nH]c(=O)[nH]c2c1 | 0% | 15% | 3% | 9% | 1% | 4% | 0.6 | 165%[activator] | -2%
O=C(Cc1nnc(NC(=O)c2ccccc2)s1)N/N=C/c1ccc(O)cc1 | -17% | 25µM* | -18% | -8% | 3% | -8% | -0.4 | ? | -34%
COc1ccccc1N1CCN(C(=O)C2CCN(S(=O)(=O)N3CCOCC3)CC2)CC1 | -5% | 1% | 0% | 1% | 2% | 0% | 0.1 | 11% | 0%
O=C(Nc1cccc(S(=O)(=O)NC2=NCCCCC2)c1)c1cc(-c2ccccc2Cl)nc2ccccc12 | -12% | 18% | -2% | -5% | -9% | -28% | 0.1 | 16% | -5%
O=C(CCCCCN1C(=O)[C@@H]2Cc3ccccc3CN2C1=O)Nc1ccccc1F | -7% | 0% | -1% | 3% | 2% | 8% | 0.5 | -6% | 52%
CC1(C)CC(=O)C(C=NCCN2CCN(CC(=O)Nc3ccc(F)cc3)CC2)=C(O)C1 | 4% | -2% | 0% | 1% | -9% | 364%[activator] | -0.2 | ? | -2%
COc1ccccc1CO/N=C/c1cccn1-c1nccc(N(C)C)c1C#N | -2% | 33% | -4% | -8% | 0% | 65% | 0.0 | 7% | 0%
Nc1nonc1-n1nnc(C(=O)N/N=C/c2cccnc2)c1CSC1=NCCS1 | -18% | 1% | 1% | -5% | -1% | -9% | 0.6 | -19% | -5%
Cc1ccc(NC(=O)c2[nH]cnc2C(=O)NN)cc1 | ? | 42% | -2% | -2% | -11% | 22% | -0.1 | -25% | 6%
Cc1c(Cl)cccc1Nc1nc(N)nc(CSc2nc3ccccc3s2)n1 | -5%&-22% | 20%&-1% | -10%&-12% | 1%&-3% | -4%&-3% | -35%&-10% | 0.7&-0.6 | ? | -4%
Cc1cc(=O)c(C(=O)O)nn1-c1ccccc1 | -4% | 3% | -7% | 2% | -16% | -10% | 0.5 | 111%[activator] | -6%
COc1cccc(CNC[C@H]2O[C@@H](n3cnc(C(N)=O)n3)[C@H](O)[C@@H]2O)c1OCc1ccc(F)cc1Cl | · | · | · | -14% | -13% | 2% | · | -15% | ·
O=c1/c(=C/c2ccco2)sc2n1CN(c1ccccc1)CN=2 | -15% | 2% | 2% | -5% | 5% | 5% | 0.2 | ? | -5%
COc1ccc(/C=N/NC(=O)c2cccnc2)c2ccccc12 | -3% | ? | -2% | -15% | 1% | 32% | 0.6 | 48%[activator] | -1%
C=CCn1c(=O)c2c(nc(-c3ccccc3)n2C)n(C)c1=O | -2% | · | · | 3%[19.4 µM] | · | -4% | · | · | 0%

Record cards, from the list above. Screens in order: Anesthetic bind, Pol beta inh, BLM helicase inh, Pol kappa inh, ERG-DNA inh, 12-LOX inh, TRHR agonist, POLI inh, APEX1 inh
`Nc1nonc1-n1nnc(C(=O)N/N=C/c2cccnc2)c1CSC1=NCCS1` as listed: -18%, 1%, 1%, -5%, -1%, -9%, 0.6, -19%, -5%
`Cc1c(Cl)cccc1Nc1nc(N)nc(CSc2nc3ccccc3s2)n1` as listed: -5%&-22%, 20%&-1%, -10%&-12%, 1%&-3%, -4%&-3%, -35%&-10%, 0.7&-0.6, ?, -4%
`O=c1/c(=C/c2ccco2)sc2n1CN(c1ccccc1)CN=2` as listed: -15%, 2%, 2%, -5%, 5%, 5%, 0.2, ?, -5%

(list continues)
SMILES | Anesthetic bind | Pol beta inh | BLM helicase inh | Pol kappa inh | ERG-DNA inh | 12-LOX inh | TRHR agonist | POLI inh | APEX1 inh
C#CCOCCOCCOCCNc1nc(N2CCOCC2)nc(N2CCN(C(=O)[C@H](CCCCN)n3cc(CCCC)nn3)CC2)n1 | · | · | · | 8% | -8% | 35µM* | · | ? | ·
Cc1cc(-c2ccccc2)nc(SCC(=O)c2cccc([N+](=O)[O-])c2)n1 | ? | 16% | -6% | 8% | -2% | 22% | -0.3 | -9% | -7%
CCOC(=O)C1CCN(c2c(NCc3ccc(N(C)C)cc3)c(=O)c2=O)CC1 | -3% | 32% | -3% | 15% | 5% | 6% | 0.3 | 16% | 3%
CCN(C(=O)Cn1cc(C(C)=O)c2ccccc21)c1ccccc1 | -5% | 22% | -4% | 0% | -5% | 2% | 2.0 | 6% | -5%
CN(C)S(=O)(=O)N(CC(=O)N1CCN(Cc2ccccc2)CC1)c1ccccc1 | -7% | 3% | 1% | 0% | -9% | 14% | -0.4 | -3% | 3%
Cc1ccc(S(=O)(=O)c2c(N)n(CCC(C)C)c3nc4ccccc4nc23)cc1 | 49%[activator] | -8% | -16% | -14% | -6% | ? | 0.5 | ? | -8%
O=C(O)C1OC(C(=O)O)C2C1C(F)(F)C2(F)F (stereo not drawn) | -17% | 6% | 1% | -1% | · | ? | 0.2 | ? | 1%
COCCCN1C(=O)c2ccc(C(=O)OCC(=O)N(C)c3ccccc3)cc2C1=O | -15% | 10% | -1% | 3% | -4% | -3% | -0.3 | 21% | -2%
Cc1nc2c3ccccc3n(CC(=O)c3ccc(F)cc3)c(=O)n2n1 | -8% | 52% | -1% | 16% | -5% | 332%[activator] | -0.2 | 38%[activator] | 12%
Cc1cc(C)c(NC(=O)c2cc(S(=O)(=O)N3CCC4(CC3)OCCO4)ccc2F)c(C)c1 | -3% | -11% | 1% | -16%[60.1 µM] | 2% | -3% | -0.5 | -3% | ·
Cc1ccc(C(C)C)c(OC/C(O)=C(\C#N)c2nc3ccccc3[nH]2)c1 | -10% | 8% | -3% | -2% | -2% | 80%[activator] | -0.1 | -6%[58.9 µM] | -2%
CC(Sc1nc2ccccc2[nH]1)C(=O)Nc1ccc2c(c1)OCCO2 (stereo not drawn) | -17% | 6% | -4% | -5% | -3% | 56%[activator] | 1.9 | -9% | 6%
CCc1cccc(NC(=O)C2CCN(c3ncnc4sc(C)c(C)c34)CC2)c1 | · | · | · | -17% | 1% | 0% | · | 17% | 11%
Cc1ccccc1Cn1cnc2ccccc2c1=O | ? | 2% | -2% | -14% | 2% | -13% | -0.3 | 158%[activator] | -3%
CCN(CCn1cccn1)C(=O)CCc1nnc(C2CCCCC2)o1 | -2% | -2% | -4% | 2% | -23% | 0% | -0.5 | -1% | -3%
COc1ccc(/C(O)=C2/C(=O)C(=O)N(CCCN3CCOCC3)C2c2ccc(C(C)C)cc2)cc1 (stereo not drawn) | -6% | 9% | -2% | -2% | -3% | -7% | 0.2 | -7% | 13%
CCOc1ccc(NC(=O)CN2C(=O)CSC(C)C2=O)cc1 (stereo not drawn) | -16% | 16% | 0% | 0% | 14% | -7% | 0.1 | 191%[activator] | 2%
O=C(CSc1nc2c([nH]c3ccccc32)c(=O)n1-c1ccccc1F)Nc1cccc(C(F)(F)F)c1 | -2% | -1% | -9% | -8%[60.1 µM] | 0% | 0% | 0.4 | 21% | ·
CCN1CCN(C(c2ccc(OC)cc2)c2nnnn2Cc2ccc3c(c2)OCO3)CC1 (stereo not drawn) | -11% | -11% | -7% | -18% | -4% | -23% | 0.2 | ? | -3%
Cc1cccc(N(C(=O)CCC(=O)Nc2cccnc2)C(C(=O)NC2CCCC2)c2ccncc2)c1 (stereo not drawn) | 0% | 9% | 1% | 4% | -3% | -17% | -0.4 | 7% | -4%

Assay outcomes (PubChem)
